Rpn11 inh – blocks the human proteasome subunit Rpn11; O00487; human 26S proteasome, Ub4-pepOG fluorescence polarization; 20S core pre-blocked with epoxomicin; calls only at 20 µM; 360,000 tested, 0.59% active;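 active means inhibition at 20 µM, scaled to each plate's controls, above about 33%, limit read from the data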
STEP inh – blocks human striatal-enriched tyrosine phosphatase | AID 588621 | 360,000 tested, 0.25% active | recombinant STEP, OMFP fluorogenic substrate, fluorescence | inhibition, % at 20 µM;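 active means inhibition at 20 µM, scaled per plate between control wells, above about 37%, limit read from the data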;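 further: 0% = DMSO with enzyme and substrate and 100% = substrate only without enzyme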
Target sequence (P54829 whole entry, looked up): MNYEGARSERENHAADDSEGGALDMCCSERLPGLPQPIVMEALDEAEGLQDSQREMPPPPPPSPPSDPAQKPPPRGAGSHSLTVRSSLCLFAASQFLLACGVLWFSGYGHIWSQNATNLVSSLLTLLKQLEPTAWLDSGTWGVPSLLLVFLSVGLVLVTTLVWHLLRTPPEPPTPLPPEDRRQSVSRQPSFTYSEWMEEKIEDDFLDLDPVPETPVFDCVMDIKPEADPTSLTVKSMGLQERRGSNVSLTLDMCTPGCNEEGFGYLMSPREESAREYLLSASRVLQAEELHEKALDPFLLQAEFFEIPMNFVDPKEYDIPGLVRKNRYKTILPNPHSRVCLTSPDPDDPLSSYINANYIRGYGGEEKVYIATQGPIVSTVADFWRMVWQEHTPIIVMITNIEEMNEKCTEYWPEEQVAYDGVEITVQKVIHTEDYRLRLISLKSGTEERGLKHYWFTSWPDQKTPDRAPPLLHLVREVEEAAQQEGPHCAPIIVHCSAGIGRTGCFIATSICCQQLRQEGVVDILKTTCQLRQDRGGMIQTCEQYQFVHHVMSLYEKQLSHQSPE
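Assay system: isolated STEP enzyme / Timing: 20 min at room temperature, dark / Doses: 20 µM, 1% DMSO / Technique: fluorescence intensity, excitation 480 nm, emission 540 nm / Reagent: fluorogenic phosphatase substrate OMFP at 25 µM final / Measure: percent inhibition scaled to no-enzyme and uninhibited-enzyme controls, plate-pattern corrected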
DNMT1 block – DNMT1 (human) enzyme inhibition. inhibition (reported as % activation of signal), % at 10 µM. P26358. 360,000 tested, 0.83% active. AID 588458. DNMT1 molecular beacon, Hinp1I cleavage, fluorescence; in the data active means inhibition above about 50%
Rin1-Abl PPI inh – blocks binding of human Rin1 to Abl. P00519+Q13671. 360,000 tested, 0.4% active. inhibition, % at 7.35 µM. TR-FRET Rin1/Abl binding, biochemical; in the data active means inhibition above about 5%, passing the limit was not always enough
NadD block – inhibitors of Staphylococcus aureus NadD; purified NadD enzyme, colorimetric absorbance read-out; inhibition, % at 20 µM; 360,000 tested, 0.78% active; in the data active means inhibition above about 26%; further: some compounds past the cut are filed as inactive
LMPTP inh – LMPTP (human) inhibition | recombinant LMPTP-A, OMFP fluorogenic substrate, fluorescence intensity | 360,000 tested, 0.22% active | AID 651560 | P24666 | inhibition, % at 20 µM;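 active means compounds that cut the enzyme signal by at least half of the control window in the single-dose screen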;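 further: plate controls were DMSO wells with enzyme plus substrate for no effect and substrate without enzyme for full effect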
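Buffer or medium: Bis-Tris pH 6.0, DTT, detergent; Assay system: LMPTP-A enzyme; Quantity: 0.625 nM enzyme; Detection: endpoint fluorescence intensity; Times: 50 min dark incubation at room temperature; Controls: substrate-only low control, DMSO enzyme-plus-substrate high control; Doses: single 20 µM dose; Read-out: percent inhibition versus substrate-only and uninhibited controls; Reagent: 400 µM OMFP.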
CSN inh – inhibitors of human CSN-mediated cullin deneddylation. Purified CSN, SCF-Nedd8-OG deneddylation, fluorescence polarization. 360,000 tested, 0.38% active. inhibition, % at 12.5 µM. AID 651999;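 active means pattern-corrected inhibition above about 35%, with an unprinted fluorescence ratio check between 0.5 and 1.5, limit read from the data, passing the limit was not always enough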;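 further: 0% = enzyme with substrate and 100% = substrate without enzyme; some results filed as inactive read as strong as hits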
Target sequence (Q92905 whole entry, looked up, one chain of several): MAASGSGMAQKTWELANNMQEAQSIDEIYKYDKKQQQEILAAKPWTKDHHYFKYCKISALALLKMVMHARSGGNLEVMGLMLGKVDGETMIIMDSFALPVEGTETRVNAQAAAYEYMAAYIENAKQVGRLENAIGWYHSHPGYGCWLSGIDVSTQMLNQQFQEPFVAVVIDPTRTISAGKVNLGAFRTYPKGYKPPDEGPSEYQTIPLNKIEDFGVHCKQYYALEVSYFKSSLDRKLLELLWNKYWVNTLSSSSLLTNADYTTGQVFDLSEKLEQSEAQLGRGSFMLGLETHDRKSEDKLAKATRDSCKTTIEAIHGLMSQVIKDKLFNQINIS
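Test system: Human Csn5 produced in HEK293T cells | Compound: 12.5 µM single point | Times: 90 min, room temperature | Signal: Fluorescence polarization readout | Read-out basis: % inhibition of substrate cleavage by Csn5 | Controls: no-enzyme wells high, enzyme-with-substrate wells low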
SUMO1 PPI mod – SUMO1-SIM interaction modulation. P63165. SUMO1 binding to a labelled peptide, TR-FRET, 1 h. inhibition, % at 20 µM. 360,000 tested, 0.33% active; in the data active means inhibition above about 37%
Scp1 inh – Scp-1 (human) phosphatase inhibition; Q9GZU7; Recombinant Scp1, phosphopeptide, malachite green phosphate absorbance; inhibition, % at 20 µM; 340,000 tested, 0.88% active; AID 493091;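 active means inhibition above about 50% at 20 µM, limit read from the data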;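 further: plate controls were DMSO wells with enzyme for no effect and wells lacking enzyme for full effect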
Target sequence (Q9GZU7 76-261 limits assumed): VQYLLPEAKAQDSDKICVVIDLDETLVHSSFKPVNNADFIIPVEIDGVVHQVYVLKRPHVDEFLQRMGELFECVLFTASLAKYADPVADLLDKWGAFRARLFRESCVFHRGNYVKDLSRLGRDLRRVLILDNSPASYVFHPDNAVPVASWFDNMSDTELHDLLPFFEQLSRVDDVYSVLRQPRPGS
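Material: truncated SCP-1 phosphatase (76-261aa) / Buffer or medium: 50 mM Tris acetate pH 5.5, 0.005% Tween-20, 10 mM MgCl2 / Compound dosing: one concentration, 20 µM, with 1.0% DMSO / Incubation: 45 min room-temperature reaction, 5 min colour, 30 min stabiliser / Detection: colorimetric free-phosphate detection, absorbance 630 nm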
Neddylation inh – inhibitors of human cullin neddylation; TR-FRET cullin neddylation, biochemical; 360,000 tested, 0.58% active; P61081+Q13564; AID 651699; calls only at 25 µM; in the data active means inhibition above about 36%
* = called active by the depositor.

Screening CN(C(=O)CSc1nc2ccccc2o1)C1CCS(=O)(=O)C1 (stereo not given) returned Rpn11 inh inactive, STEP inh -2, DNMT1 block 1, Rin1-Abl PPI inh 3, NadD block -4, LMPTP inh -0.8, CSN inh -2, SUMO1 PPI mod 4, Scp1 inh 0 and Neddylation inh inactive.
Screening Cc1ccc(-n2ncc3c(SCC(N)=O)ncnc32)cc1C returned Rpn11 inh inactive, STEP inh -3, DNMT1 block -3, Rin1-Abl PPI inh -13, NadD block -5, LMPTP inh 0.4, CSN inh 0, SUMO1 PPI mod -15, Scp1 inh -7 and Neddylation inh inactive.
For O=C(Nc1cccc(C(=O)N2CCCCC2)c1)c1ccc(Cl)cc1 the results were Rpn11 inh inactive, STEP inh -2, DNMT1 block 0, Rin1-Abl PPI inh 1, NadD block -6, LMPTP inh -0.5, CSN inh -3, SUMO1 PPI mod 5, Scp1 inh -2 and Neddylation inh inactive.
Screening CCNc1nc(SCC(=O)Nc2ccc(Cl)c(Cl)c2)nc(N(C)C)n1 returned Rpn11 inh inactive, STEP inh 1, DNMT1 block 2, Rin1-Abl PPI inh 0, NadD block 1, LMPTP inh 1.1, CSN inh -4, SUMO1 PPI mod -1, Scp1 inh 0 and Neddylation inh inactive.
O=C(C1CCN(c2nnc(N3CCCC3=O)s2)CC1)N1CCN(Cc2ccc3c(c2)OCO3)CC1 was read as Rpn11 inh inactive, STEP inh -3, DNMT1 block -5, Rin1-Abl PPI inh 10*, NadD block 3, LMPTP inh 22, CSN inh 4, SUMO1 PPI mod 28, Scp1 inh 15 and Neddylation inh inactive.
CCOC(=O)c1cc(-c2ccccc2)sc1NC(=O)C(C)OC(=O)c1cccnc1OCC (stereo not given) was read as Rpn11 inh inactive, STEP inh 2, DNMT1 block -4, Rin1-Abl PPI inh -4, NadD block -9, LMPTP inh 2.7, CSN inh 5, SUMO1 PPI mod -3, Scp1 inh -2 and Neddylation inh inactive.
O=C1c2cccc(OCC(=O)N3CCCc4ccccc43)c2CCN1Cc1ccc(Br)cc1 was read as Rpn11 inh inactive, STEP inh 4, DNMT1 block -9, Rin1-Abl PPI inh 1, NadD block -7, LMPTP inh 10, CSN inh -1, SUMO1 PPI mod -5, Scp1 inh -6 and Neddylation inh inactive.
For CCOC(=O)c1ccc(Nc2cnc3ccccc3n2)cc1 the results were Rpn11 inh inactive, STEP inh 1, DNMT1 block -2, Rin1-Abl PPI inh 1, NadD block -9, LMPTP inh 0.4, CSN inh -5, SUMO1 PPI mod -5 and Scp1 inh -4.
Screening CCOC(=O)CN1c2ccccc2NC(=O)CC1C (stereo not given) returned Rpn11 inh inactive, STEP inh -1, DNMT1 block -7, Rin1-Abl PPI inh 2, NadD block 1, LMPTP inh -0.4, CSN inh -4, SUMO1 PPI mod -1, Scp1 inh -4 and Neddylation inh inactive.
`O=C(NC1CC1)c1cc(-c2ccccn2)nc2ccccc12` gave Rpn11 inh inactive, STEP inh -2, DNMT1 block 3, Rin1-Abl PPI inh 0, NadD block -5, LMPTP inh 0.5, CSN inh -3, SUMO1 PPI mod -4, Scp1 inh -5 and Neddylation inh inactive.
For Cc1nn2c(C(F)(F)F)cc(-c3ccc(Cl)cc3)nc2c1C(=O)N1CCOCC1 the results were Rpn11 inh inactive, STEP inh -2, DNMT1 block -1, Rin1-Abl PPI inh 1, NadD block -1, LMPTP inh 0.7, CSN inh -1, SUMO1 PPI mod -16, Scp1 inh 0 and Neddylation inh inactive.
`CCCN1CCN(CCCNC(=O)C2CCCN(c3nc4ccc(OCC)cc4s3)C2)CC1` (stereo not given) gave Rpn11 inh inactive, STEP inh 4, DNMT1 block 5, Rin1-Abl PPI inh 0, NadD block -12, LMPTP inh -0.8, CSN inh 5, SUMO1 PPI mod -2, Scp1 inh -4 and Neddylation inh inactive.
`Cc1sc2ncn(CC(=O)NC3CCCCC3)c(=O)c2c1C` gave Rpn11 inh inactive, STEP inh -2, DNMT1 block 1, Rin1-Abl PPI inh -1, NadD block 1, LMPTP inh -8.4, CSN inh -9, SUMO1 PPI mod 11, Scp1 inh -5 and Neddylation inh inactive.
CS(=O)(=O)N(Cc1ccccc1F)c1ccccc1 was read as Rpn11 inh inactive, STEP inh -5, DNMT1 block -1, Rin1-Abl PPI inh 4, NadD block -4, LMPTP inh -2.4, CSN inh -1, SUMO1 PPI mod 1, Scp1 inh -6 and Neddylation inh inactive.
`CCN(CC)c1ccc(C=Nc2ccc(C#N)cc2)c(O)c1` gave Rpn11 inh inactive, STEP inh -1, DNMT1 block -5, Rin1-Abl PPI inh 2, NadD block 6, LMPTP inh 2.5, CSN inh 2, SUMO1 PPI mod -7, Scp1 inh 9 and Neddylation inh inactive.
Cc1ccccc1C(=O)NNC(=O)C(=O)N1CCCCC1 was read as Rpn11 inh inactive, STEP inh 2, DNMT1 block 5, Rin1-Abl PPI inh 0, NadD block -6, LMPTP inh -2.3, CSN inh 5, SUMO1 PPI mod 1, Scp1 inh -5 and Neddylation inh inactive.
`COc1ccc(Cc2nnc(Nc3ccc4c(c3)OCCO4)[nH]c2=O)cc1` gave Rpn11 inh inactive, STEP inh 4, DNMT1 block 0, Rin1-Abl PPI inh -5, NadD block 10, LMPTP inh 1.1, CSN inh 0, SUMO1 PPI mod 5, Scp1 inh -9 and Neddylation inh inactive.
`NC(=O)C1CCN(C(=O)c2cc(-c3ccc(Cl)s3)nc3ccccc23)CC1` gave Rpn11 inh inactive, STEP inh -2, DNMT1 block 0, Rin1-Abl PPI inh -4, NadD block -1, LMPTP inh 0.8, CSN inh 3, SUMO1 PPI mod -18 and Scp1 inh 7.
`O=C1OCC2=C1C(c1ccc3c(c1)OCO3)Sc1ccccc1N2` (stereo not given) gave Rpn11 inh inactive, STEP inh -2, DNMT1 block -2, Rin1-Abl PPI inh 4, NadD block 9, LMPTP inh 0.1, CSN inh -2, SUMO1 PPI mod 0, Scp1 inh -5 and Neddylation inh inactive.
Screening CCOC(=O)Cc1csc(NC(=S)NC(=O)c2ccc(C)cc2)n1 returned Rpn11 inh inactive, STEP inh 0, DNMT1 block -3, Rin1-Abl PPI inh -3, NadD block 4, LMPTP inh 2.0, CSN inh -3, SUMO1 PPI mod 4, Scp1 inh -5 and Neddylation inh inactive.
CCOc1ccc(C(C)C)cc1S(=O)(=O)N1CCOCC1 was read as Rpn11 inh inactive, STEP inh 1, DNMT1 block 1, Rin1-Abl PPI inh 1, NadD block -7, LMPTP inh -0.1, CSN inh 3, SUMO1 PPI mod 4, Scp1 inh -7 and Neddylation inh inactive.
CC(=O)NC(c1cc(Cl)c2cccnc2c1O)C(C)C (stereo not given) was read as Rpn11 inh inactive, STEP inh 0, DNMT1 block 5, Rin1-Abl PPI inh 6, NadD block -1, LMPTP inh -2.8, CSN inh -4, SUMO1 PPI mod -10, Scp1 inh -12 and Neddylation inh inactive.
`Cc1ccc2nc(N/C(=N/S(=O)(=O)c3cccs3)c3ccccc3Cl)sc2c1` gave Rpn11 inh inactive, STEP inh -2, DNMT1 block 0, Rin1-Abl PPI inh 2, NadD block 8, LMPTP inh 0.2, CSN inh 8, SUMO1 PPI mod 8, Scp1 inh -5 and Neddylation inh inactive.
`Cc1nc(NC(=O)/C=C/c2ccccc2)n[nH]1` gave Rpn11 inh inactive, STEP inh 7, DNMT1 block 2, Rin1-Abl PPI inh 0, NadD block 1, LMPTP inh -0.3, CSN inh 0, SUMO1 PPI mod 4, Scp1 inh -3 and Neddylation inh inactive.

Of the compounds above, these have fluorine:
For Cc1nn2c(C(F)(F)F)cc(-c3ccc(Cl)cc3)nc2c1C(=O)N1CCOCC1 the results were Rpn11 inh inactive, STEP inh -2, DNMT1 block -1, Rin1-Abl PPI inh 1, NadD block -1, LMPTP inh 0.7, CSN inh -1, SUMO1 PPI mod -16, Scp1 inh 0 and Neddylation inh inactive.
CS(=O)(=O)N(Cc1ccccc1F)c1ccccc1 was read as Rpn11 inh inactive, STEP inh -5, DNMT1 block -1, Rin1-Abl PPI inh 4, NadD block -4, LMPTP inh -2.4, CSN inh -1, SUMO1 PPI mod 1, Scp1 inh -6 and Neddylation inh inactive.

Going on with the list.
CC(C)N1CCCC(C)(C(=O)Nc2nccc3ccccc23)C1 (stereo not given) was read as Rpn11 inh inactive, STEP inh 2, DNMT1 block 0, Rin1-Abl PPI inh -1, NadD block 1, LMPTP inh -1.2, CSN inh 2, SUMO1 PPI mod -3 and Neddylation inh inactive.
`CC1(C)CC(=O)C2=C(C1)NC1=C(C(=O)c3ccccc31)C2c1ccc(Cl)cc1` (stereo not given) gave Rpn11 inh inactive, STEP inh -1, DNMT1 block -8, Rin1-Abl PPI inh 1, NadD block 3, LMPTP inh 3.3, CSN inh -8, SUMO1 PPI mod -21, Scp1 inh -7 and Neddylation inh inactive.
`S=C(c1ccc(-c2ccc(Cl)cc2Cl)o1)N1CCCCC1` gave Rpn11 inh inactive, STEP inh 7, DNMT1 block -2, Rin1-Abl PPI inh 0, NadD block 8, LMPTP inh 5.4, CSN inh 1, SUMO1 PPI mod 3, Scp1 inh -13 and Neddylation inh inactive.
For O=C1c2ccccc2C(=O)N1CCc1csc(NNc2nc(CCN3C(=O)c4ccccc4C3=O)cs2)n1 the results were Rpn11 inh inactive, STEP inh -1, DNMT1 block 12, Rin1-Abl PPI inh 0, NadD block 7, LMPTP inh 7.0, CSN inh -2, SUMO1 PPI mod 11, Scp1 inh 8 and Neddylation inh inactive.
Screening COC(=O)c1onc(-c2c(OC)cc(OC)cc2OC)c1C(=O)OC returned Rpn11 inh inactive, STEP inh -1, DNMT1 block -5, Rin1-Abl PPI inh 0, NadD block 1, LMPTP inh -0.7, CSN inh -6, SUMO1 PPI mod -1, Scp1 inh -4 and Neddylation inh inactive.
Screening CCc1nc(C)ccc1OCC(=O)O returned Rpn11 inh inactive, STEP inh -4, DNMT1 block 1, Rin1-Abl PPI inh -1, NadD block 0, LMPTP inh -2.2, CSN inh 4, SUMO1 PPI mod -2, Scp1 inh -6 and Neddylation inh inactive.
Screening O=S(=O)(c1ccc2ccccc2c1)N1CCCCCC1 returned Rpn11 inh inactive, STEP inh 0, DNMT1 block -4, Rin1-Abl PPI inh 6, NadD block -5, LMPTP inh 1.5, CSN inh -5, SUMO1 PPI mod -1, Scp1 inh -13 and Neddylation inh inactive.
For CC(C)Cn1cnc2c1c(=O)n(CC(=O)N(C)C)c(=O)n2Cc1ccccc1 the results were Rpn11 inh inactive, STEP inh -1, DNMT1 block 8, Rin1-Abl PPI inh -2, NadD block -2, LMPTP inh 0.0, CSN inh -6, SUMO1 PPI mod -2, Scp1 inh 4 and Neddylation inh inactive.

Source: PubChem (several laboratories)
